From PubChem
Bcl-2 Bim block: human Bim-Bcl-2 interaction inhibition; actives 0.06% (n = 190,000); P10415; inhibition, % at 10 µM; Bead-based flow cytometry, Bim peptide-Bcl-2 binding; in the data active = inhibition above about 40%; inconclusive = no clear call, values can overlap the other calls;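 note: 0% = no compound wells with probe peptide and 100% = reference peptide inhibitor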
Target sequence (P10415 whole entry, looked up): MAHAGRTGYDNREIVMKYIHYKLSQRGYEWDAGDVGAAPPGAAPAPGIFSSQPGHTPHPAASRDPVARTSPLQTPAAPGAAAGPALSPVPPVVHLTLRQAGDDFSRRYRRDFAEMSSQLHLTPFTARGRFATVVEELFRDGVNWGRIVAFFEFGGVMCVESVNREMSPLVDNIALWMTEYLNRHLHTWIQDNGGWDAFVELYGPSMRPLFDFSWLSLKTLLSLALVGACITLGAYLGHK
RGS8-Gao reg: regulators of human RGS8-Galphao interaction; P09471; multiplexed bead flow cytometry, RGS8-Galphao binding; actives lie on both sides; response (percent of control binding), % at 10 µM; actives 0.34% (n = 220,000); in the data active = response below about 60% or above about 140%; inactive = in between;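 note: Galphao activated as the GDP aluminium fluoride complex binding bead-coupled RGS8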
Target sequence (P09471 whole entry, looked up): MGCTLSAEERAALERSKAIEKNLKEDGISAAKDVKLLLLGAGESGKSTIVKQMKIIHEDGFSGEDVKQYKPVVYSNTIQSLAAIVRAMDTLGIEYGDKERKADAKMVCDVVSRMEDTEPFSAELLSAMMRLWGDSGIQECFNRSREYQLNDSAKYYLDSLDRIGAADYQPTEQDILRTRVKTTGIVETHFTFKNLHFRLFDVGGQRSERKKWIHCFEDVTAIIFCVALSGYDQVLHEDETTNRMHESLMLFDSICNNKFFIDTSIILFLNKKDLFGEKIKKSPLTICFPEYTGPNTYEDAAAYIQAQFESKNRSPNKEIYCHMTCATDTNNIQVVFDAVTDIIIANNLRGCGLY
RGS4-Gao reg: human RGS4-Galphao interaction regulation; P09471; binding response (% of control), % at 10 µM; actives 0.33% (n = 220,000); AID 1415; Multiplexed bead flow cytometry, RGS4-Galphao binding; actives lie on both sides; in the data active = binding response below about 49% or above about 150%; inactive = in between;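 note: fluorescent Galphao activated with aluminum fluoride binding bead-coupled RGS4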
Mcl1 Bid PPI: disrupts binding of human Mcl-1 to Bid peptide. Q07820. TR-FRET Mcl-1/Bid-Dy647 peptide binding, 1536-well. inhibition, % at 21.7 µM. actives 0.97% (n = 220,000);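 active = compounds that cut the binding signal by more than half at the single screening dose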;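 note: His-tagged Mcl-1 with europium anti-His antibody binding Bid BH3 peptide; 0% = Mcl-1 plus peptide wells and 100% = peptide-only wells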
Bim-Bcl-XL: human Bim-Bcl-XL interaction inhibition | Q07817 | Bim peptide-Bcl-XL binding, bead flow cytometry, fluorescence | inhibition, % at 10 µM | actives 0.04% (n = 190,000)
Target sequence (Q07817 whole entry, looked up): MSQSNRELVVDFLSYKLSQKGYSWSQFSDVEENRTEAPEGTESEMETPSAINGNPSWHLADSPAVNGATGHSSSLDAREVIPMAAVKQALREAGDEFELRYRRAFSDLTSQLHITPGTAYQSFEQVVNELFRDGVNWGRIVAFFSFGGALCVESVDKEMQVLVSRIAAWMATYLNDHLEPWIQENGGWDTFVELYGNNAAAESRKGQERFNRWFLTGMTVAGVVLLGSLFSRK
Bim-Bcl-W: human Bim-Bcl-W interaction inhibition; bead-based flow cytometry, Bim peptide-Bcl-W binding; inhibition, % at 10 µM; Q92843; AID 952; actives 0.02% (n = 190,000);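 note: 0% = bound tracer without compound and 100% = peptide blocker; higher means less fluorescent Bim peptide bound to Bcl-W beads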
Target sequence (Q92843 whole entry, looked up): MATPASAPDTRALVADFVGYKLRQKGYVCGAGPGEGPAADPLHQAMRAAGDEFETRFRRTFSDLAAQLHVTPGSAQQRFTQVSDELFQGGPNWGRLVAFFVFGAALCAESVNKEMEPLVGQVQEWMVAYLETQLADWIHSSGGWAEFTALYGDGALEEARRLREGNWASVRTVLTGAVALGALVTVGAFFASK
Bim-Bfl-1: human Bim-Bfl-1 interaction inhibition. Q16548. Bead-based flow cytometry, Bim-Bfl-1 binding inhibition. inhibition, % at 10 µM. actives 0.12% (n = 190,000). AID 1008;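 note: 0% = wells without compound plus tracer and 100% = blocker peptide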
RGS7-Gao: modulates binding of RGS7 to human Galphao | P09471 | AID 1439 | actives 0.35% (n = 220,000) | binding response (% of control), % at 10 µM | Multiplexed bead flow cytometry; actives lie on both sides; in the data active = binding response below about 49% or above about 150%; inconclusive = no clear call, values can overlap the other calls; inactive = in between;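 note: fluorescent Galphao held in activated GDP-AlF4 state binding bead-coupled RGS7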
Bim-Bcl-B: disrupts Bim peptide binding to human Bcl-B; Q9HD36; bead-based flow cytometry; inhibition, % at 10 µM; actives 0.073% (n = 190,000); AID 951;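 note: 0% = tracer peptide without compound and 100% = reference inhibitor peptide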
Bim-Mcl-1: inhibitors of Bim-Mcl-1 interaction, human. Bead-based flow cytometry, Bim peptide-Mcl-1 binding. inhibition, % at 10 µM. actives 0.1% (n = 190,000). AID 1009;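 note: 0% = no compound tracer wells and 100% = peptide blocker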
GSH bead fluor: compound fluoresces at 488/530 nm on GSH beads. actives 0.25% (n = 190,000). GSH beads flow cytometry, compound fluorescence 488/530 nm; stronger effect = higher value. fluorescence (KMESF) at 10 µM. AID 1776; in the data active = fluorescence above about 89;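 note: glutathione beads carrying GST-tagged Bcl family fusion proteins plus one bare bead set; values are compound well signal with DMSO vehicle wells as background; inactives centre near 16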
* = called active by the depositor; ? = inconclusive; [ ] = another dose, or the depositor's remark. Cut-off read from the data, not from the text of the source, unless noted: active = inhibition above about 40%.

SMILES	Bcl-2 Bim block	RGS8-Gao reg	RGS4-Gao reg	Mcl1 Bid PPI	Bim-Bcl-XL	Bim-Bcl-W	Bim-Bfl-1	RGS7-Gao	Bim-Bcl-B	Bim-Mcl-1	GSH bead fluor
N/C(=N\OC(=O)Nc1ccccc1)c1ncc(C(F)(F)F)cc1Cl	-8.0	100.9	103.6	-7.1	-1.0	0.0	-8.0	96.0	-7.0	-1.0	10
CCOc1ccc(C(=O)N2CCN(c3ccccc3)CC2)cc1	-2.0	90.3	85.1	-17.5	0.0	0.0	-3.0	101.1	0.0	0.0	12
CC1CCC/C(=C\Nc2ccccc2C(=O)O)C1=O (stereo not drawn)	-5.0	97.1	92.8	-41.3	0.0	2.0	0.0	92.9	2.0	-1.0	25
N#Cc1c(NC(=O)CSc2nc3ccccc3s2)sc2c1CCCC2	-2.0	102.5	103.3	-46.6	-1.0	-1.0	-3.0	103.2	-5.0	-2.0	8
CCOc1ccc(-c2nc(CSc3nnc(N)s3)cs2)cc1OC	-2.0	101.0	99.2	-17.3	-2.0	0.0	0.0	101.4	-1.0	1.0	14
Cc1ccc(CNC(=O)CSc2c3c(nc4ccc(Cl)cc24)CCCC3)o1	-10.0	102.8	103.8	-16.6	-15.0	-1.0	-17.0	98.7	-11.0	-4.0	35
COC(=O)C(C)NC(=O)C12CC3CC(CC(C3)C1)C2 (stereo not drawn)	-6.0	99.0	98.3	-10.2	-3.0	-4.0	-2.0	99.5	-5.0	-7.0	11
Cc1ccc(OCCn2cc(/C=C3\C(=O)NN(c4ccccc4)C3=O)c3ccccc32)cc1	-1.0	102.4	99.1	4.8	-5.0	-6.0	-4.0	103.7	-11.0	-3.0	15
COc1ccc(NC(=O)N2CCCCCC2)c(OC)c1	-4.0	101.7	102.6	-19.8	-2.0	-2.0	-6.0	112.5	-2.0	0.0	12
CCOC(=O)c1sc(NC(=S)NC(=O)c2ccccc2)c(C(=O)OCC)c1C	-3.0	123.9	108.3	-15.3	-2.0	0.0	5.0	114.3	-3.0	-4.0	7
CS(=O)(=O)N(CC(=O)NCc1ccco1)c1ccccc1Cl	-5.0	99.5	98.9	-48.2	-1.0	3.0	-11.0	99.3	-6.0	0.0	22
Cn1c([N+](=O)[O-])cnc1COC(N)=O	-1.0	99.6	101.1	2.3	-5.0	-2.0	-1.0	101.1	-2.0	-2.0	20
O=c1cc(N2CCCCC2)nc2n1CCCS2	-1.0	101.5	103.3	-8.9	-5.0	-3.0	0.0	104.4	-3.0	-1.0	26
O=C(NNC(=S)Nc1ccccc1)c1ccco1	-2.0	100.4	98.0	-41.2	0.0	0.0	0.0	94.2	-7.0	-1.0	14
Cc1ccc(S(=O)(=O)N2CCN(C(=O)N3CCOCC3)C2C(C)C)cc1 (stereo not drawn)	2.0	98.2	100.1	-11.0	1.0	0.0	0.0	99.5	2.0	-1.0	22
Cc1cc(C)n(Cc2ccc(Cl)nc2)n1	4.0	109.0	101.6	-1.9	0.0	0.0	-2.0	102.5	0.0	0.0	20
Cc1nc(N2CCCCC2)c(C#N)c(C)c1[N+](=O)[O-]	-7.0	104.8	156.2*[activator]	-16.8	-7.0	-5.0	-4.0	147.7	-6.0	-4.0	25
CC1CCN(c2c(NCC3CCC(C(=O)NCc4ccccc4Cl)CC3)c(=O)c2=O)CC1 (stereo not drawn)	0.0	101.8	103.0	-12.7	-1.0	1.0	0.0	103.8	-3.0	-2.0	12
COc1cc(OC)c(NC2c3ccccc3C(=O)N2c2cc(C)ccn2)cc1Cl (stereo not drawn)	-8.0	104.4	104.5	-15.6	-9.0	-10.0	-6.0	105.7	-12.0	-4.0	16
CCOC(=O)CSc1ccc(C(=O)N2CCN(C)CC2)cc1[N+](=O)[O-]	-2.0	103.9	102.1	-35.8	-3.0	-4.0	-5.0	100.4	-5.0	-5.0	16

2 compounds picked at random from the list so far, as already listed:
SMILES	Bcl-2 Bim block	RGS8-Gao reg	RGS4-Gao reg	Mcl1 Bid PPI	Bim-Bcl-XL	Bim-Bcl-W	Bim-Bfl-1	RGS7-Gao	Bim-Bcl-B	Bim-Mcl-1	GSH bead fluor
CCOc1ccc(-c2nc(CSc3nnc(N)s3)cs2)cc1OC	-2.0	101.0	99.2	-17.3	-2.0	0.0	0.0	101.4	-1.0	1.0	14
Cc1ccc(CNC(=O)CSc2c3c(nc4ccc(Cl)cc24)CCCC3)o1	-10.0	102.8	103.8	-16.6	-15.0	-1.0	-17.0	98.7	-11.0	-4.0	35

Next records follow:
SMILES	Bcl-2 Bim block	RGS8-Gao reg	RGS4-Gao reg	Mcl1 Bid PPI	Bim-Bcl-XL	Bim-Bcl-W	Bim-Bfl-1	RGS7-Gao	Bim-Bcl-B	Bim-Mcl-1	GSH bead fluor
O=C(Nc1cc2c(cc1Cl)OCCCO2)c1ccccc1	-1.0	102.7	102.7	-14.1	-3.0	0.0	-9.0	100.1	-6.0	2.0	15
CCc1ccc(NC(=O)CO/N=C(\C)c2cc3ccccc3o2)cc1	-4.0	102.8	99.7	-7.8	-3.0	-4.0	-14.0	100.0	-8.0	-1.0	10
COc1ccc(CN(CC2CCC(C(=O)O)CC2)C(=S)Nc2cc(Cl)ccc2OC)cc1 (stereo not drawn)	-5.0	111.8	108.3	-22.6	-7.0	-2.0	-3.0	112.6	-22.0	-5.0	16
Cn1ccsc1=NC(=O)c1ccccc1F	-2.0	98.4	99.6	-45.5	0.0	0.0	-3.0	?	-2.0	0.0	17
Clc1cc2c(cc1/C=N/Nc1nc(N3CCOCC3)nc(N3CCOCC3)n1)OCO2	0.0	101.3	99.6	0.4	0.0	-2.0	0.0	98.0	0.0	0.0	11
COC(=O)CSc1nnc(Cc2cc(=O)[nH]c(=O)[nH]2)n1-c1cccc(OC)c1	-1.0	100.5	98.3	-6.7	0.0	0.0	0.0	94.7	1.0	0.0	14
COc1cccc(NC(=O)n2nc(N)cc2-c2ccc(Cl)cc2)c1	-8.0	102.4	101.9	-27.1	-4.0	-2.0	-13.0	99.8	-6.0	0.0	13
CCCCCCNC(=O)CCCCCNS(=O)(=O)c1ccc(Br)cc1	1.0	103.8	103.2	-10.4	0.0	0.0	-4.0	106.0	-2.0	-1.0	11
COc1ccc(S(=O)(=O)n2ccc(-c3ccc(OCCN(C)c4ccccn4)cc3)n2)cc1	-3.0	101.8	103.5	16.1	1.0	1.0	-2.0	100.0	1.0	-3.0	13
COc1ccccc1-n1cc(CN2CCN(C3CCCCC3)C(CCO)C2)cn1 (stereo not drawn)	-1.0	103.0	102.5	-33.3	-2.0	-1.0	-3.0	?	0.0	-2.0	12
CC1(C)CC(=O)C(C(=O)/C=C/NCCc2ccccc2)C(=O)C1	-8.0	103.3	102.9	-3.5	-4.0	0.0	-10.0	101.8	-9.0	-2.0	16
Cc1nnsc1NC(=O)OCc1ccc(C(F)(F)F)cc1	-13.0	94.4	95.7	-21.9	-4.0	1.0	-15.0	94.9	-7.0	-2.0	14
CCOC(=O)Nc1cc(C)ccc1OC	2.0	94.2	101.8	-21.1	1.0	-3.0	0.0	141.6	1.0	0.0	27
CC1CCN(C(=O)c2ccc(COc3ccccc3Cl)o2)CC1	-1.0	101.0	103.8	6.9	-1.0	-1.0	-1.0	102.8	-2.0	-1.0	8
CCN(CC)c1ccc(/C=C(/C#N)c2nc3ccccc3[nH]2)c(OC(C)C)c1	-8.0	76.9	97.3	-36.8	-1.0	-1.0	-1.0	89.0	-3.0	-2.0	24
Cc1cc(NC(=O)CSc2nc3ccccc3n2CCC#N)no1	-4.0	99.7	98.4	-21.0	-7.0	-4.0	-7.0	?	-10.0	-2.0	16
O=C(CSc1nc2cc3c(cc2c(=O)n1CCC1=CCCCC1)OCO3)NCc1ccco1	-5.0	98.7	99.8	7.9	-5.0	-5.0	-6.0	102.4	-7.0	-5.0	39
CC(C)[C@H](NC(N)=O)C(=O)NCCc1ccc(Cl)cc1	1.0	104.9	106.0	-23.1	0.0	-2.0	-8.0	107.3	-4.0	-2.0	17
CCCS(=O)(=O)N1CCCC(C(=O)NCCCOCC)C1 (stereo not drawn)	0.0	107.3	102.6	-14.8	0.0	-2.0	-1.0	99.8	-1.0	1.0	6
Cc1ccc(/C=C/C(=O)O)cc1S(=O)(=O)NCCCO	0.0	101.7	100.3	15.1	-6.0	-1.0	-6.0	95.3	-1.0	0.0	28
CC(C)OP(=O)(OC(C)C)C(C)NC(=O)Cc1ccccc1 (stereo not drawn)	-3.0	103.2	100.7	-9.7	-3.0	-1.0	-7.0	105.2	-3.0	0.0	12
O=C(CN1C2CCC1CC(NC(=O)Nc1ccccc1)C2)NCc1ccco1 (stereo not drawn)	0.0	100.6	95.0	-19.8	-4.0	-3.0	0.0	95.7	-1.0	0.0	23
COc1ccc2c(c1)c(=O)c(C(=O)O)c(-c1ccc3c(c1)OCO3)n2C	-3.0	102.2	102.8	-15.0	-5.0	-4.0	-2.0	105.9	-6.0	-5.0	9
O=C(c1ccc(Cl)cc1)C1CCCN(Cc2cccn2-c2cccnc2)C1 (stereo not drawn)	0.0	125.7	108.8	-20.2	-2.0	0.0	0.0	107.1	0.0	-2.0	12
Cc1ccc(S(=O)(=O)N(C)CC(=O)OCc2nnc(-c3ccccc3)o2)cc1	-9.0	102.6	103.5	-2.8	-1.0	2.0	-3.0	100.1	-3.0	0.0	72
CC(Oc1cccc(Cl)c1)C(=O)NCCCCc1ccccc1 (stereo not drawn)	-2.0	96.2	99.1	-7.0	0.0	0.0	-2.0	95.4	-5.0	-1.0	9
CC1Cc2ccccc2N1C(=O)c1cnc2n(c1=O)CCS2 (stereo not drawn)	-6.0	97.7	95.6	-17.2	-7.0	-3.0	-15.0	94.1	-7.0	-1.0	18
CCn1c(O)c(/C=C2\C=Nc3ccccc32)sc1=Nc1ccc(C)cc1	3.0	101.5	96.4	-4.0	4.0	2.0	1.0	94.3	0.0	1.0	8
Cc1ccc(SCC(=O)NC(=O)Nc2ccc3c(c2)OCCO3)c(C)c1	3.0	101.0	88.2	-53.0	2.0	3.0	5.0	93.3	3.0	2.0	10
Cn1c(SCC(=O)Nc2ccc3c(c2)oc2ccccc23)nnc1-c1ccccc1	-6.0	103.0	95.8	32.3	1.0	-3.0	-9.0	96.5	-13.0	-2.0	46
CCOC(=O)C1=C(CNC(C)(C)CC(C)(C)C)NC(=O)NC1c1cccc([N+](=O)[O-])c1 (stereo not drawn)	1.0	98.5	103.2	1.8	-2.0	-2.0	5.0	101.1	-3.0	-4.0	11
CC(=O)Nc1cc(-c2nn(C)c(=O)c3ccccc23)ccc1N1CCCCC1	-5.0	99.5	98.2	-5.5	-1.0	0.0	-13.0	98.6	-4.0	2.0	10
Clc1ccc(Cn2cccn2)cn1	-4.0	106.4	107.4	-15.8	-3.0	-2.0	-2.0	109.9	-2.0	-4.0	10
COc1ccc(NC(=O)c2ccc(N(C)S(C)(=O)=O)cc2)cc1OC	-2.0	103.2	103.0	-6.4	0.0	0.0	0.0	105.2	-2.0	0.0	12
CC(C)c1ccc(/C=N/NC(=O)c2cccc(S(=O)(=O)N3CCOCC3)c2)cc1	0.0	97.0	85.8	-24.1	-1.0	-3.0	2.0	?	0.0	-4.0	26
N#C/C(=C\c1ccncc1)c1nc2c(s1)CCCC2	0.0	106.9	105.9	-65.6	-4.0	-2.0	-2.0	109.8	0.0	1.0	15
Cc1cc2c(c(=O)n1CCc1ccccc1)C(C(C)C)C(C#N)=C(N)O2 (stereo not drawn)	-8.0	102.8	101.5	-7.4	-4.0	0.0	-14.0	99.7	-6.0	-2.0	37
